KCNQ1 block: human KCNQ1 channel inhibition | P51787 | CHO-K1 KCNQ1, FluxOR thallium flux fluorescence; hits give high values | B-score at 10 µM | 310,000 compounds, 1.3% hits | AID 2642;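 active = compounds whose thallium flux B-score, printed positive for inhibition, exceeds three library SD while starting fluorescence stays within three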;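 note: channel opened by potassium depolarization with thallium stimulus after 20 min compound exposure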
KCNQ1 act: human KCNQ1 channel potentiation or activation; P51787; CHO-K1 KCNQ1, thallium flux FluxOR fluorescence; hits give high values; B-score at 10 µM; 310,000 compounds, 0.35% hits;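 active = fluorescence ratio B-score, a plate-corrected score, at least three library SD, with initial intensity B-score within 5 SD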
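Medium – assay buffer, equal DMSO in all wells · Material – CHO-K1 cell line with stable KCNQ1 potassium channel expression · Signal – kinetic FluxOR thallium fluorescence, 10-s 1-Hz baseline, 110-s post-stimulus read · Compound – single concentration per compound, DMSO matched to controls · Schedule – 37 °C overnight plating, 90-min dark dye load, 20-min compound pretreatment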
ANO1 activ: activates or potentiates the mouse TMEM16A chloride channel; HEK293 TMEM16A/YFP-H148Q/I152L, iodide quench fluorescence; hits give low values; B-score at 10 µM; 340,000 compounds, 0.3% hits;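 active = fluorescence-ratio B-score plate-corrected deviation score at least 3 library SD below zero, with starting fluorescence score within 5 deviations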;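 note: channel opened by trigger with iodide after compound preincubation; score built on the fluorescence ratio of max minus min over baseline; more negative score means more quench and so TMEM16A activation or potentiation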
TMEM16A inh: mouse TMEM16A channel inhibition, primary screen. HEK293 TMEM16A/YFP iodide influx fluorescence, ionomycin. 310,000 compounds, 1.2% hits. normalized B-score (activity score, 25-100; higher = stronger inhibition) at 10 µM;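 active = ratio plate-corrected score three or more library SD toward inhibition, starting fluorescence score within five deviations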;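 note: score derived from kinetic fluorescence span divided by baseline fluorescence per well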
KCNK9 inh: human KCNK9 channel inhibition. HEK293 KCNK9, FluxOR thallium flux fluorescence; hits give low values. B-score at 10 µM. 310,000 compounds, 1.2% hits. AID 488922;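 active = ratio B-score over 3 SD below the library mean, with starting fluorescence within 5 SD of its mean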;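 note: negative B-score means less thallium flux so channel inhibition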
Target sequence (Q9NPC2 whole entry, looked up): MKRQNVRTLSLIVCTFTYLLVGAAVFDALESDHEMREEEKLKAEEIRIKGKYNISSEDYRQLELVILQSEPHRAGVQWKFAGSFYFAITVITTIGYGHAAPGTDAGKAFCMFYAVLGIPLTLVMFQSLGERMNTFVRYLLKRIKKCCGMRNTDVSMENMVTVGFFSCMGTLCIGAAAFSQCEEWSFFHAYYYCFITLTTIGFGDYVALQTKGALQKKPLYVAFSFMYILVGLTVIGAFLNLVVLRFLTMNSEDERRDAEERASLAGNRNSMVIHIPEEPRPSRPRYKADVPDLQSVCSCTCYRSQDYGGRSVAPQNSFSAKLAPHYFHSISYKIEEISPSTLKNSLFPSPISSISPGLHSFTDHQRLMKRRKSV
KCNK3 inh: human KCNK3 channel inhibition, primary screen; O14649; CHO-KCNK3 thallium flux, FluxOR fluorescence; hits give low values; B-score at 10 µM; 340,000 compounds, 0.84% hits; AID 602410;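 active = B-score under library mean minus 4 SD, starting fluorescence ratio at most library mean plus 5 SD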;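 note: more negative B-score means stronger inhibition of thallium flux through KCNK3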
Target sequence (O14649 whole entry, looked up): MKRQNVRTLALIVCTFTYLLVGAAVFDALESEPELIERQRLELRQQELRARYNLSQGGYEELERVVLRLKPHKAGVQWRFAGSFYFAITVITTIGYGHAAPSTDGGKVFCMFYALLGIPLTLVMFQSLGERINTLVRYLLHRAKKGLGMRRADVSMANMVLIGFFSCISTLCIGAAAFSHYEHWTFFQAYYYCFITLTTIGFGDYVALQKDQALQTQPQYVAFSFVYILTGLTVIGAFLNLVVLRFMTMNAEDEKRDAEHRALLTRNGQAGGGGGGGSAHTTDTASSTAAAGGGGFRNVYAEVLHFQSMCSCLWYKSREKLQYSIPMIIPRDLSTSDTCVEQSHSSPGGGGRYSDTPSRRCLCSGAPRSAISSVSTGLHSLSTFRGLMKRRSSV
RGS4 act: potentiators or activators of RGS4 | 310,000 compounds, 0.92% hits | B-score at 10 µM | HEK293 M3R/inducible RGS4, carbachol calcium flux Fluo4; hits give low values;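 active = B-score of the integrated calcium signal more than 4 SD below the library mean, with starting fluorescence not abnormally high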;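 note: negative B-score means reduced calcium response which marks RGS4 activation or potentiation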
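Reagent: ECmax carbachol challenge; Test system: M3R-expressing HEK293 line, RGS4 induced by doxycycline; Schedule: overnight RGS4 induction, 30 min dye load 37 °C, 20 min compound RT; Detection: calcium dye Fluo4 fluorescence; Read-out: Agonist-evoked peak-minus-minimum fluorescence over baseline, integrated ratio, B score.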
HDAC3 inhib: blocks human histone deacetylase 3. O15379. recombinant HDAC3, fluorogenic peptide/trypsin coupled, fluorescence. inhibition, % at 8.3 µM. 320,000 compounds, 0.15% hits; in the data active = inhibition above about 26%, passing the limit was not always enough
SKKanGAS inh: blocks kanamycin growth of S. pyogenes SKKanGAS strain; 300,000 compounds, 1.3% hits; inhibition, % at 7.5 µM; BacTiter-Glo, 6 h;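 active = mean replicate score, as percent of positive control median, at least 50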;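 note: strain carries kanamycin resistance gene driven by streptokinase promoter and grows in 40 µg/ml kanamycin; loss of luminescence reflects streptokinase promoter inhibition or plain growth inhibition; 0% = median of DMSO wells and 100% = positive control at its reference dose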
hERG rescue: hERG (human) protection from proarrhythmic block; activation (rescue from dofetilide block), less the hit threshold, % at 10 µM; AID 1511; CHO-hERG, FluxOR thallium flux, dofetilide IC70 present; 310,000 compounds, 0.51% hits; Q12809;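 active = activation above the mean of controls blocked by dofetilide plus 5 SD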;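 note: thallium influx through hERG after potassium depolarization seen as dye fluorescence rise; in these data hits start at about 4.7%; inactives centre near -7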
RGS4 block: inhibitors of human RGS4. P49798. HEK293 M3R/RGS4 inducible, Fluo-4 calcium flux; hits give high values; triggered by carbachol at its EC20. B-score at 10 µM. 310,000 compounds, 0.45% hits;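 active = B-score, a plate-corrected calcium signal, over three deviations above library mean, with baseline fluorescence within five deviations of library mean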;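 note: RGS4 expression induced by doxycycline in cells with stable M3 receptor; B-score is computed from the integrated fluorescence ratio over baseline after carbachol; higher B-score means a larger calcium signal and so more RGS4 inhibition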
Target sequence (P49798 whole entry, looked up): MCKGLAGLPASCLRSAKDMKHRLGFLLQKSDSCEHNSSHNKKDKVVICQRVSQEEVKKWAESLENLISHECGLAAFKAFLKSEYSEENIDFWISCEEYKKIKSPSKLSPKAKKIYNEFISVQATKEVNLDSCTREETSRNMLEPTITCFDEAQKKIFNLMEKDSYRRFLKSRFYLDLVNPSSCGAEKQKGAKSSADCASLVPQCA
* hit, by the source's call; i = inactive; . = not tested or not shown.

SMILES	KCNQ1 block	KCNQ1 act	ANO1 activ	TMEM16A inh	KCNK9 inh	KCNK3 inh	RGS4 act	HDAC3 inhib	SKKanGAS inh	hERG rescue	RGS4 block
O=C(CSc1ncnc2c1nnn2Cc1ccc(F)cc1)NC1CCCCC1	i	i	i	i	i	i	i	0	-5	-18	i
COc1ccccc1-c1cc(C(=O)Nc2c(C)n(C)n(-c3ccccc3)c2=O)no1	i	i	i	i	i	i	i	11	-1	-13	i
O=C(NNC1=C(C(=O)C(F)(F)F)CCC1)c1ccccc1O	i	i	i	100*	i	i	i	21	87*	-13	i
Cc1ccc(Cn2ncc3c(N4CCN(C5CCCC5)CC4)ncnc32)cc1	i	i	i	i	i	i	i	-7	-1	-7	i
CCCc1cc(C(=O)Nc2cccc(Cl)c2)no1	i	i	i	i	i	i	i	-3	0	-10	i
Cc1nc(Oc2ccccc2)c2ccccc2n1	i	i	i	i	i	i	i	8	1	-7	i
O=C(CSc1ccc2ccccc2c1)NCCCN1CCCC1=O	i	i	i	i	i	i	i	2	-13	0	i
COc1ccc(Cl)cc1NS(=O)(=O)c1cccc(C(=O)NCCCN2CCCC2=O)c1	i	i	i	i	i	i	i	4	-4	-15	i
CCNC(=O)c1c(NC(=O)C2COc3ccccc3O2)sc2c1CCCC2 (stereo not given)	i	i	i	i	i	i	i	-5	3	-7	i
O=C(NCc1ccc(Cl)cc1)c1ccc(Cl)cc1[N+](=O)[O-]	i	i	i	i	i	i	i	-3	4	-9	i
CC(=O)NCC(=O)N1CCCC(C(=O)c2ccc(-c3ccccc3)c(F)c2)C1 (stereo not given)	i	i	i	i	i	i	i	0	0	-11	i
Cc1ccc2c(COC(=O)c3ccc(NC(=O)CC#N)cc3)cc(=O)oc2c1C	i	i	i	i	i	i	i	-4	2	-6	i
COc1ccc(C2NC(=O)NC(O)(C(F)(F)F)C2C(=O)c2ccc(F)cc2)cc1 (stereo not given)	i	i	i	i	i	i	-8.8*	1	5	-2	i
C=C(C)CN(Cc1ccccc1)C(=S)Nc1ccccc1	i	i	i	i	i	i	i	11	17	4	i
COc1cc(CNCc2ccccn2)ccc1OCc1ccc(Cl)c(Cl)c1	i	i	i	i	i	i	i	4	-3	-4	i
CS(=O)(=O)N1CCN(C(=O)c2c(F)cccc2F)CC1	i	i	i	i	i	i	i	-3	-2	-9	i
O=C(NC1CCCC1)c1noc2c1CCCCC2	i	i	i	i	i	i	i	8	4	-2	i
COC(=O)Nc1nc2ccc(-c3n[nH]c(=O)c4ccccc34)cc2[nH]1	i	i	i	i	i	i	i	1	2	-3	i
COc1ccc(S(=O)(=O)N2CCOCC2)cc1NC(=O)COC(=O)C1CC2CCCC(C1)C2=O (stereo not given)	i	i	i	i	i	i	i	-3	-3	-5	i
COC(=O)C1=C(C)NC(C)=C(C(=O)OCC2CCCO2)C1c1ccc(Cl)c([N+](=O)[O-])c1 (stereo not given)	i	i	i	i	i	i	i	-3	3	-11	i

Profiles, quoted from the list. Screens in order: KCNQ1 block | KCNQ1 act | ANO1 activ | TMEM16A inh | KCNK9 inh | KCNK3 inh | RGS4 act | HDAC3 inhib | SKKanGAS inh | hERG rescue | RGS4 block
Profile of COc1cc(CNCc2ccccn2)ccc1OCc1ccc(Cl)c(Cl)c1 : i | i | i | i | i | i | i | 4 | -3 | -4 | i
Profile of COC(=O)C1=C(C)NC(C)=C(C(=O)OCC2CCCO2)C1c1ccc(Cl)c([N+](=O)[O-])c1 (stereo not given) : i | i | i | i | i | i | i | -3 | 3 | -11 | i
Profile of Cc1ccc2c(COC(=O)c3ccc(NC(=O)CC#N)cc3)cc(=O)oc2c1C : i | i | i | i | i | i | i | -4 | 2 | -6 | i

New compounds follow.
SMILES	KCNQ1 block	KCNQ1 act	ANO1 activ	TMEM16A inh	KCNK9 inh	KCNK3 inh	RGS4 act	HDAC3 inhib	SKKanGAS inh	hERG rescue	RGS4 block
O=C(N=C1SC2CS(=O)(=O)CC2N1Cc1ccc(Cl)cc1)C1CCCO1 (stereo not given)	i	i	i	i	i	i	i	6	1	-9	i
CC(Sc1nnc(NC2CCCCC2)s1)C(=O)N1CCOCC1 (stereo not given)	i	i	i	i	i	i	i	-3	-2	-13	i
COCCOC(=O)C1=C(C)N(Cc2ccccc2)C(=O)NC1c1ccc(OC)cc1 (stereo not given)	i	i	i	100*	i	i	i	4	3	-3	i
O=C(CCCn1c(=O)[nH]c2cc(Cl)ccc2c1=O)NCCN1CCN(c2ccccc2)CC1	i	i	i	i	i	i	i	-1	6	-5	i
Cc1ccc2c(Cl)cc(Cl)c(OCc3c(C)noc3C)c2n1	i	i	i	i	i	i	i	4	16	-7	i
COc1cccc(CNC(=O)Cc2ccc(NC3=NC4CS(=O)(=O)CC4S3)cc2)c1 (stereo not given)	i	i	i	i	i	i	i	5	-5	-11	i
CC1=C(C(=O)N2CCc3ccccc32)C2(CCC(C)CC2)OC1=O (stereo not given)	i	i	i	i	i	i	i	0	.	-12	i
CCc1nnc(NC(=O)NCN2C(=O)C3C4C=CC(C4)C3C2=O)s1 (stereo not given)	i	i	i	i	i	i	i	-1	1	-8	i
C=CCOC(=O)/C(=C\c1ccc(OC)cc1)NC(=O)c1ccco1	i	i	i	i	i	i	i	6	-17	-6	i
COc1ccc(CNC(=O)COC(=O)CC2CCCC2)cc1	i	i	i	i	i	i	i	0	-1	-6	i
CC1CN(CCC(=O)Nc2ccc3c(c2)OCO3)CC(C)O1 (stereo not given)	i	i	i	i	i	i	i	1	-3	1	i
CC(=O)c1c(C)[nH]c(C(=O)OCC(=O)Nc2ccc3[nH]c(=O)[nH]c3c2)c1C	i	i	i	i	i	i	i	-5	.	-13	i
Clc1ccc(-c2csc(NNC3=NCCCCC3)n2)cc1	i	i	i	i	i	i	i	-2	8	-7	i
CCCn1c(NCc2ccccn2)nc2ccccc21	i	i	i	i	i	i	i	5	-8	-8	i
COc1cccc(CN(CC(=O)NCC2CCCO2)C(=O)CNS(=O)(=O)c2ccccc2)c1 (stereo not given)	i	i	i	i	i	i	i	6	-2	-11	i
O=C(Nc1ccc(Cl)c(Cl)c1)Nc1nnc(CSc2ccccc2)s1	i	i	i	i	i	i	i	1	-3	4	i
CCN(CC)C(=O)Cn1cc(C(=O)C(=O)N2CCN(Cc3ccccc3)CC2)c2ccccc21	i	i	i	i	i	i	i	0	-7	-7	i
Cc1ccc2c(c1)N(C(=O)CCC(=O)O)CCO2	i	i	i	i	i	i	i	-4	-13	-10	i
CCOC(=O)N1CCN(C(=O)c2ccc(CS(=O)Cc3ccc(C)cc3)o2)CC1 (stereo not given)	i	i	i	i	i	i	i	-4	-1	-9	i
COC(=O)c1cc(CNC(=O)c2ccccc2OCc2c(C)noc2C)ccc1OC	i	i	i	i	i	i	i	9	-4	-10	i
COc1ccc(/C=N/NC(=O)c2c(-c3ccccc3)noc2C)cc1	i	i	i	i	i	i	i	2	-10	-7	i
COc1ccc(NC(=O)c2nc[nH]c2C(=O)N[C@@H](CC(C)C)C(=O)OC(C)(C)C)cc1	i	i	i	i	i	i	i	-2	76*	-8	i
COc1ccccc1C(=O)NCC(=O)NNc1ncnc(N)c1[N+](=O)[O-]	i	i	.	i	i	.	i	-9	-6	-10	i
O=C(Nc1ccc(F)cc1F)Nc1ccccc1C(=O)NCCN1CCNC1=O	i	i	i	i	i	i	i	5	35	-8	i
Cc1ccc(NC(=O)[C@H](NC(=O)[C@@H]2Cc3ccccc3CN2)c2ccccc2)cc1C	i	i	i	i	i	i	i	-1	1	-14	i
COc1ccccc1Nc1nc2nonc2nc1N1CCC(C)CC1	i	i	i	i	i	i	i	-4	-2	0	i
Cc1ccc(NC2=NCC(=O)N2Cc2ccc3c(c2)OCO3)cc1	i	i	i	i	i	i	i	2	-3	-7	i
Cc1ccc(C(=O)Nc2nc(-c3ccccn3)cs2)o1	i	i	i	i	i	i	i	.	77*	-7	i
COc1ccccc1NS(=O)(=O)c1cc(NC(=O)CC(C)(C)C)ccc1N1CCOCC1	i	i	i	i	i	i	i	2	-1	-8	i
CC(C)N(CCCNC(=O)Cn1ncc2c([nH]c3ccccc32)c1=O)Cc1ccccc1	i	i	i	i	i	i	i	-6	8	-10	i
CC(=O)Nc1ccc(S(=O)(=O)N2CCN(c3nc(NC4CCCC4)c4ccccc4n3)CC2)cc1	6*	i	i	i	i	i	i	-3	1	-16	i
Cc1ccc(-n2c(SCC(=O)N/N=C/c3ccc(C)s3)nnc2-c2ccccc2)cc1	i	i	i	i	i	i	i	-1	8	-10	i
COc1ccc(CC(=O)Nc2c(C(N)=O)oc3ccccc23)cc1OC	i	i	i	i	i	i	i	-6	-2	-8	i
CC(=O)Nc1ccc(NC(=O)CSc2nc3ccccc3nc2N2CCCCC2)cc1	i	i	i	i	i	i	i	4	7	-11	i
NC(=O)NCC12CC3CC(CC(C3)C1)C2	i	i	i	i	i	i	i	9	-4	-6	i
Cc1cc(C)n2nc(C(=O)OCC(=O)NC3CCCCC3)nc2n1	i	i	i	i	i	i	i	-4	-6	-15	i
COC(=O)c1[nH]c2ccccc2c1NC(=O)C(C)N1CC(C)OC(C)C1 (stereo not given)	i	i	i	i	i	i	i	-1	5	-10	i
COc1cccc(CN2CC(C(=O)NC3CCCCCC3)CCC2=O)c1 (stereo not given)	i	i	i	i	i	i	i	0	-2	-5	i
S=C(NCC1CCCO1)N1CCc2ccccc2C1 (stereo not given)	i	i	i	i	i	i	i	1	-9	-5	i
COc1cc(C2C3=C(CCCC3=O)OC3=C2C(=O)CCC3)ccc1OCC(=O)Nc1ccccc1	i	i	i	i	i	i	i	9	0	-7	i
COc1ccc(Oc2ccc(C(F)(F)F)cc2NC(=O)c2ccc(OC)cc2)cc1	i	i	i	i	i	i	i	11	-4	-3	i
COc1cccc(CC(=O)OCC(=O)NNC(=O)c2ccc([N+](=O)[O-])cc2)c1	i	i	i	i	i	i	i	8	-11	-3	i
CCOc1ccc(CCNC(=O)c2ccc3nc(N4CCOCC4)sc3c2)cc1OCC	i	i	i	i	i	i	i	4	-15	-9	i
Cc1c(Cl)ccc2sc(NC(=O)c3ccco3)nc12	i	i	i	i	i	i	i	-2	3	-6	i
Cc1cc(-c2ccccc2)nn1-c1nc2c(c(=O)[nH]c(=O)n2C)n1C	i	i	i	i	i	i	i	-4	-8	-6	i
COc1ccc(C2=NN(C(=O)c3cccs3)C(c3ccc(OC)cc3)C2)cc1 (stereo not given)	i	i	i	i	i	i	i	0	29	-8	i
O=C(NCCCN1CCOCC1)c1ccc(CS(=O)(=O)c2ccc(Br)cc2)o1	i	i	i	i	i	i	i	0	-6	-7	i
